Bioassay records: PubChem, several laboratories
MITF TRPM1 HTS: increases MITF-driven TRPM1 promoter luciferase signal; AID 588334; SK-MEL-5 TRPM1-promoter luciferase, 24 h; % of positive control, neutral wells = 0; actives 0.75% (n = 300,000); activation, % at 12.5 µM;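 active means mean activation of at least 80% with every replicate also reaching 80%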;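 further: 0% = neutral control wells and 100% = parthenolide positive control wells; values of inactives mirror those of a sister screen read the other way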
HTR5A ag ctr: counter-screen for OPRM1-OPRD1 agonists: human HTR5A agonism. activation, % at 9.3 µM. actives 0.61% (n = 340,000). HTR5A agonist assay, luminescence, cell-based; in the data active means activation mostly above about 9.5%, no sharp cut-off; inactive means mostly below about 7.6%;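 further: 0% = cells with vehicle only and 100% = reference agonist; strong numbers were not always called active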
Target sequence (P47898 whole entry, looked up): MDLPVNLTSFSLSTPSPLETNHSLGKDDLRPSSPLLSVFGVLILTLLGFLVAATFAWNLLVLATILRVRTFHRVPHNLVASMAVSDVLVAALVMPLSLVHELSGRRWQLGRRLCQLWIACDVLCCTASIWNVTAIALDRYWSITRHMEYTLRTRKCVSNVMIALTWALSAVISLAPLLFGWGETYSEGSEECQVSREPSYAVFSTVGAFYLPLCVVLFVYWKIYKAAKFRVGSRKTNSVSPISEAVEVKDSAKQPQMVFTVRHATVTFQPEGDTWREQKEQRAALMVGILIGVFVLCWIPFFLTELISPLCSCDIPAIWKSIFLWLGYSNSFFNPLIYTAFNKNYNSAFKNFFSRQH
Wnt bcat act: Wnt/beta-catenin pathway activation | Wnt/beta-catenin reporter cell assay, activator, plate reader | activation, % at 9.35 µM | actives 1.2% (n = 300,000) | AID 743398; in the data active means activation above about 30%, passing the limit was not always enough;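 further: 0% = neutral control wells and 100% = positive control wells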
SR-BI uptake up: enhances SR-BI lipid uptake from DiI-HDL; actives 0.096% (n = 320,000); CHO ldlA[mSR-BI] cells, DiI-HDL uptake fluorescence, 3 h; 100 = double the neutral-control signal; activation, % at 12.5 µM; AID 504775;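 active means mean replicate activation of at least 60% and every replicate at or above 60%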;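 further: 0% = median plate neutral-control signal and 100% = twice that signal; values of inactives mirror those of a sister screen read the other way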
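Assay system: LDL receptor-deficient CHO ldlA cells overexpressing murine SR-BI / Medium: BSA-supplemented, HEPES-buffered Ham's F12, pH 7.4 / Probe or stimulus: DiI-labelled HDL at 10 µg/mL final / Timing: compound with DiI-HDL co-incubation, 3 h at 37 °C / Technique: bottom-read cell fluorescence after medium removal, ex 550/em 595 nm / Measure: HDL uptake via cellular fluorescence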
SR-BI HDL uptake: inhibitors of mouse SR-BI mediated HDL lipid uptake. Q61009. ldlA[mSR-BI] CHO cells, DiI-HDL uptake fluorescence, 3 h. inhibition, % at 12.5 µM. actives 0.96% (n = 320,000);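 active means mean replicate inhibition of at least 70% and a set share of replicates each scoring 70 or more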;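 further: 0% = median of neutral control wells and 100% = median of positive control wells; values of inactives mirror those of a sister screen read the other way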
CDK5 inh: blocks human CDK5/p35 kinase activity; AID 488839; actives 0.01% (n = 330,000); Recombinant CDK5/p35, ADP-Glo luminescence, 60 min; inhibition, % at 10 µM; Q00535+Q15078;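 active means highest replicate inhibition of at least 50% and at least 75% of replicates reaching 50%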;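 further: plate controls were DMSO neutral control for no effect and GW8510 at 10 µM for full effect; many of its hits are not listed in these tables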
cardiac RTF act: increases calcium sensitivity of human cardiac regulated thin filaments. P19429+P45379. IANBD-labeled TnC RTF fluorescence at EC20 calcium; 0% EC20 calcium, 100% full calcium. activation, % at 7.2 µM. actives 0.24% (n = 340,000);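 active means activation above the mean over all tested compounds plus 3 SD, cut at about 30% in these data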;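 further: rise in fluorescence read as greater calcium sensitivity of cardiac thin filaments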
PvdQ acylase: blocks Pseudomonas aeruginosa PvdQ acylase activity. purified PvdQ acylase, fluorescence plate reader. inhibition, % at 10 µM. actives 0.063% (n = 340,000). AID 488965; in the data active means inhibition above about 30%, passing the limit was not always enough;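 further: 0% = vehicle neutral wells and 100% = reference inhibitor wells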
dFosB act: mouse delta FosB homodimer activation; purified delta FosB, TAMRA-CDK5 oligo fluorescence polarization; percent of positive-control signal above neutral wells; activation, % at 25 µM; actives 0.99% (n = 340,000); AID 493131;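 active means mean activation above about 17%, with every replicate also reaching it, limit read from the data, passing the limit was not always enough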;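 further: fluorescence polarization rise as delta FosB binds a TAMRA Cdk5 AP-1 oligo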
Target sequence (P13346 whole entry, looked up): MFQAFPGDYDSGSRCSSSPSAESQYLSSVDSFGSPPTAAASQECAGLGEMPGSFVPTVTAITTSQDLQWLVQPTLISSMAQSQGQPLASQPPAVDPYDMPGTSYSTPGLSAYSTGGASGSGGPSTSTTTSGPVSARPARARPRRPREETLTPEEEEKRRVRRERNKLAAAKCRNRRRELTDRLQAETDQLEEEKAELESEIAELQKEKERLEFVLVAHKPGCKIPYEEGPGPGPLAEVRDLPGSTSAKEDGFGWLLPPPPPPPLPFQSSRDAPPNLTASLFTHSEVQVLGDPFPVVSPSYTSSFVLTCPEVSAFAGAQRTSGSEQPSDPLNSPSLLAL
Rtt109 Vps75: C. albicans Rtt109 histone acetyltransferase inhibition. inhibition, % at 34.9 µM. AID 540336. actives 0.16% (n = 330,000). purified Rtt109/Vps75, ThioGlo CoA-SH fluorescence, 4 h. Q5AAJ8;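 active means inhibition of at least 50% in every replicate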
Starred values were filed as active, the others as inactive; nt = not tested or not shown. Outcome played no part in choosing rows; 4.4% or so of the library scored in one or more.

molecule	MITF TRPM1 HTS	HTR5A ag ctr	Wnt bcat act	SR-BI uptake up	SR-BI HDL uptake	CDK5 inh	cardiac RTF act	PvdQ acylase	dFosB act	Rtt109 Vps75
CCOc1ccc(S(=O)(=O)N(CC)CC(=O)N2CCCC2)cc1C	-2	-3	6	-5	5	-0.9	1	-11	-12	-16
CCOc1ccc(NC(=O)c2ccc(-n3cccn3)nc2)cc1	1	-1	0	30	-30	0.2	3	-15	4	-9
CN(C)/C=C(/C#N)C(=O)c1cccc(Oc2ccc(C(C)(C)C)cc2)c1	-20	0	29	-71	71*	1.1	-5	-8	-27	-4
COc1cccc(CN2CCC(Oc3ccc(C(=O)N4CCCCC4)cc3)CC2)c1O	-4	1	-3	-33	33	0.8	-2	-8	-5	11
Cc1cc(=O)n2[nH]c(-c3ccc(Cl)cc3)cc2n1	62	-2	nt	-29	29	0.9	-5	1	-26	20
N#CC1=C(N)Oc2cc(O)ccc2C1C1CCCCC1 (configuration not stated)	-29	-2	-2	nt	nt	1.6	0	-8	-6	-23
Cc1ccc(C)c(NC(=O)C2CCN(S(=O)(=O)c3ccc4c(c3)NC(=O)CO4)CC2)c1	-6	3	2	1	-1	-1.6	3	-4	-7	-4
COC(=O)C1=C(C)N(c2ccc(F)cc2)/C(=C/c2ccc(O)cc2)C1=O	15	-1	-2	-8	8	0.0	-6	-13	-9	0
CC[C@H](C)[C@@H](CNC)NC[C@@H](Cc1ccc(O)cc1)NCC(C)(C)C	5	5	-2	6	-6	0.5	-2	-14	-10	-34
CC(C)C[C@@H](CNCC(=O)[C@H](CC(C)C)NC(=O)c1[nH]cnc1C(=O)N[C@@H](C)CN)NC(=O)c1nc[nH]c1C(=O)N[C@@H](C)C(=O)O	-2	6	-1	8	-8	-5.2	-4	-6	-9	-3
COC(=O)c1cc(NC(=S)N2CCN(c3ccccn3)CC2)cc(C(=O)OC)c1	-7	5	-1	-19	19	-3.4	3	-14	1	1
O=c1cc(C(F)(F)F)nc(-c2cccnc2)[nH]1	8	-4	-3	0	0	1.2	2	-10	-11	nt
C/C(=N\NC(=O)CNC(=O)c1cccc(F)c1)c1ccc2ccccc2c1	9	-3	-1	14	-14	2.9	1	6	10	8
c1ccc(C(c2ccccc2)N2CCN(Cc3nnnn3C3CCCC3)CC2)cc1	-6	0	nt	-1	1	-10	2	-16	-12	2
CN(c1ccccc1)S(=O)(=O)c1ccc(C(=O)N2CCCC2)cc1	1	7	-1	-1	1	-0.6	0	-10	-7	-6
CC(=O)Oc1ccc(C(=O)Nc2ccccc2C(=O)NCC(C)C)cc1	-4	0	-1	-74	74*	0.3	-1	-1	-4	4
Cc1nn(C)c(C)c1CN(C)C(=O)c1cnn2c1NC(c1ccccc1)CC2C(F)(F)F (configuration not stated)	-18	4	nt	-16	16	1.8	-6	0	-8	nt
CN(C(=O)Nc1ccccc1)C1CCCc2ccccc21 (configuration not stated)	8	-1	1	-23	23	0.7	-6	-12	-6	0
Cc1cccc(N2CCN(C(=O)NCc3ccc(F)cc3)CC2)c1C	13	10	4	-21	21	-1.0	5	-11	-9	-10
CSCC[C@@H](C(=O)NCCCCCCCCCCC(=O)N1CCN(C(=O)OC(C)(C)C)CC1)n1cc(CCO)nn1	-18	2	-3	-60	60	-6.0	4	-14	-10	-1
O=c1[nH]c(N2CCCCC2)nc2c1CCCC2	nt	8	-4	48	-48	-0.2	0	1	-5	-6
CNC(=O)CSc1nc2nn(-c3ccccc3)c(=O)c-2c2n1CCCCC2	5	1	1	-6	6	0.9	5	-14	-3	16
COc1ccc(/C=C(\C#N)C(=O)OCCNC(=O)c2ccncc2)cc1	-6	-3	-2	0	0	-0.6	-1	4	-6	2
CCCCN1C=C(C(=O)OC)C(c2ccccc2Cl)C(C(=O)OC)=C1	8	-1	-4	-16	16	-1.2	-8	-7	-4	nt
CCOC(=O)C1CCN(c2ncnc3c2oc2ccc(Cl)cc23)CC1	-5	5	nt	31	-31	-0.6	-1	8	1	9
FC(F)(F)c1cnc(N2CCN(C(=S)NCc3ccccc3)CC2)c(Cl)c1	-6	9	2	-2	2	1.5	4	-15	0	6
Cc1cnc(NC(=O)[C@H](C)N2C(=O)C3CCCCC3C2=O)s1 (some centres not stated)	9	-3	-3	8	-8	2.0	1	8	-3	4
CCC(N=c1cc(-c2ccc(OC)cc2)oc2ccc(C)cc12)C(=O)O (configuration not stated)	53	3	47*	36	-36	-1.2	-4	6	-15	-377
C=CCc1c(C)nc2ccc(C(=O)OCC)cc2c1Cl	44	1	2	-3	3	0.0	-2	-13	-6	-2
CC(C)(CNC(=O)c1ccc(Cl)c(S(=O)(=O)N2CCc3ccccc3C2)c1)N1CCOCC1	-22	0	-1	-42	42	-1.0	-3	-4	-14	8
CCn1c(CCCOc2ccc(Cl)cc2Cl)nnc1SCC(=O)Nc1cc(F)ccc1C	-7	8	2	-65	65	0.1	-6	-7	-10	1
COc1cc(Br)ccc1C1CC(=O)C(C)C(c2ccc(Br)cc2OC)N1 (configuration not stated)	0	4	-4	-9	9	0.9	-1	-15	-17	3
O=C(O)c1nc2ccccc2nc1C(=O)O	nt	0	nt	-44	44	0.5	-2	-9	1	-4
CNC(=O)c1c2c(nc3ccc(Br)cc13)CCCC2	-12	-3	0	-16	16	0.5	0	1	-13	nt
c1ccc(CCc2ccncc2)cc1	10	4	0	3	-3	0.0	3	-20	-2	4
CCOc1ccc(CN2CCN(c3ncnc4scc(-c5ccccc5)c34)CC2)cc1	nt	0	1	-31	31	-2.8	0	-14	-2	5
COc1ccc(-n2ncc3c(=O)n(CC(=O)OCc4ccccc4)cnc32)cc1	24	4	nt	21	-21	0.4	1	-10	0	-9
Cc1cc2cc(CNC(=O)CCC(=O)O)ccc2n1C	-6	1	nt	6	-6	-0.5	1	-14	0	-1
Clc1ccc(CSc2nnc(-c3ccncc3)o2)cc1	nt	5	nt	1	-1	0.9	-3	-4	-2	-7
COc1cccc(NC2=NCC(=O)N2Cc2cccs2)c1	-2	0	nt	28	-28	-0.9	1	-9	-5	-4
O=C1CCC(C(=O)N2CCCC(Nc3ccc(F)cc3)C2)=NN1 (configuration not stated)	4	2	-1	10	-10	-0.1	-4	4	3	-7
O=C(COC(=O)c1cc(S(=O)(=O)N2CCOCC2)c(Cl)cc1Cl)Nc1ncc(C(F)(F)F)cc1Cl	nt	4	nt	4	-4	1.1	5	-11	0	5
O=S(=O)(c1cccs1)N1CN(CC2CCCO2)c2nc3ccccc3nc21 (configuration not stated)	-2	-1	-6	21	-21	1.4	3	1	6	2
Cc1cc(C)c(OCC(=O)Nc2ccccc2N2CCCCC2)c(C)c1	2	-2	-14	-23	23	-3.7	-10	-7	2	nt
COCCN(Cc1ccccc1)P(=O)(O)c1ccccc1OCC(=O)O	18	13	nt	25	-25	0.0	-8	8	2	-2
Cc1cccc2nc(CSc3nc4ccc([N+](=O)[O-])cc4[nH]3)c(Br)n12	-8	-1	nt	-9	9	-3.3	-1	-14	-3	0
CCOC(=O)C1(Cc2cccc(OC)c2)CCCN(Cc2ccc(NC(C)=O)cc2)C1 (configuration not stated)	-5	-6	nt	10	-10	-7.2	7	-3	-3	-2
CCc1noc(C)c1C(=O)Nc1ccc(F)c(F)c1F	-3	1	-3	34	-34	-2.1	-1	-6	0	-2
O=C(CCNC(=O)c1ccco1)Nc1ccccc1OC(F)F	-4	4	1	nt	nt	-1.8	-2	-8	2	-19
Cc1ccc2cc(CN(CCN3CCOCC3)C(=O)NCc3ccccc3)c(=O)[nH]c2c1C	-3	7	nt	5	-5	-0.1	6	4	-7	1
CC(C)CN(CCNC(=O)CN1C(=O)COc2ccc(S(=O)(=O)N3CCC(C)CC3)cc21)CC(C)C	-6	-3	-3	6	-6	-0.2	-1	-20	-8	-6
O=C(C[n+]1ccccc1)N1CCCc2ccccc21	-3	-1	0	9	-9	-5.6	5	-24	3	-4
Cc1cccc(Cc2c(C)[nH]c(=O)c(C#N)c2C)c1	6	7	-2	9	-9	-0.6	0	-15	-5	6
COc1ccc(NC(=S)NCCN2CCC(C)CC2)cc1	-5	-1	1	-1	1	-0.9	15	-19	-12	10
CCn1ccc(C(=O)Nc2ccccc2SC)n1	42	-3	3	-3	3	1.0	1	13	-5	23
COc1ccc(NC(C)=O)cc1S(=O)(=O)N(C)Cc1c(C)nn(-c2ccccc2)c1C	-1	-3	0	-8	8	-1.3	-2	2	-5	-1
O=S(c1ccccc1)c1ccccc1	-3	3	2	21	-21	1.6	0	-2	-6	-3

An excerpt of these results, with two lines to a compound:
Below each compound: MITF TRPM1 HTS, HTR5A ag ctr, Wnt bcat act, SR-BI uptake up, SR-BI HDL uptake, CDK5 inh, cardiac RTF act, PvdQ acylase, dFosB act, Rtt109 Vps75
Cc1ccc2cc(CN(CCN3CCOCC3)C(=O)NCc3ccccc3)c(=O)[nH]c2c1C
→ -3, 7, nt, 5, -5, -0.1, 6, 4, -7, 1
CC(C)CN(CCNC(=O)CN1C(=O)COc2ccc(S(=O)(=O)N3CCC(C)CC3)cc21)CC(C)C
→ -6, -3, -3, 6, -6, -0.2, -1, -20, -8, -6
O=C(C[n+]1ccccc1)N1CCCc2ccccc21
→ -3, -1, 0, 9, -9, -5.6, 5, -24, 3, -4
Cc1cccc(Cc2c(C)[nH]c(=O)c(C#N)c2C)c1
→ 6, 7, -2, 9, -9, -0.6, 0, -15, -5, 6
COc1ccc(NC(=S)NCCN2CCC(C)CC2)cc1
→ -5, -1, 1, -1, 1, -0.9, 15, -19, -12, 10
CCn1ccc(C(=O)Nc2ccccc2SC)n1
→ 42, -3, 3, -3, 3, 1.0, 1, 13, -5, 23
COc1ccc(NC(C)=O)cc1S(=O)(=O)N(C)Cc1c(C)nn(-c2ccccc2)c1C
→ -1, -3, 0, -8, 8, -1.3, -2, 2, -5, -1
O=S(c1ccccc1)c1ccccc1
→ -3, 3, 2, 21, -21, 1.6, 0, -2, -6, -3
